Screens: PubChem, several laboratories
TbMetRS inhib = blocks T. brucei methionyl-tRNA synthetase activity. purified T. brucei MetRS, ATP depletion, Kinase-Glo luminescence. inhibition, % at 11.9 µM. 360,000 compounds, 0.4% hits;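 active means inhibition above a per-plate cutoff of the control wells' mean inhibition plus 3 SD, cut at about 5.5% in these data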;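 further: 0% = DMSO wells median and 100% = median of wells with control inhibitor compound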
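Dosing: 11.9 µM compound single dose, 0.9% DMSO; Assay system: purified T. brucei MetRS enzyme; Measured by: Kinase-Glo luciferase luminescence reporting remaining unconsumed ATP; Schedule: 15 min plus 2 h at 25 °C.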
SKN-1 block = C. elegans SKN-1 inhibition | C. elegans VP596 Pgst-4::GFP/RFP ratio, acrylamide-induced, 24 h | 360,000 compounds, 0.49% hits | inhibition, % at 21.8 µM;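 active means interference check ratio from 0.5 to 1.5 plus GFP to RFP signal ratio inhibition reaching or exceeding a fixed threshold, cut at about 30% in these data, passing the limit was not always enough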; further: some compounds called inactive have numbers as strong as hits
MT1-MMP act inh = blocks activation of human MT1-MMP; 360,000 compounds, 0.061% hits; GFP/RFP ratio change, % at 20 µM; HT1080 RFP-PRO-GFP cells, GFP/RFP ratio fluorescence, overnight; percent of plate control window, DMSO zero;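 active means GFP/RFP ratio change of at least 30% with cell ATP level not reduced by more than half and red fluorescence within 50% of control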; further: strong numbers were not always called active
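Compound: 20 µM single dose, 1% DMSO / System: HT1080 RFP-PRO-GFP cells / Controls: DMSO and RFP-L50D-GFP cell wells / Read-out basis: GFP/RFP fluorescence ratio / Schedule: overnight compound exposure at 37 °C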
MLLE-PAM2 inh = inhibitors of microRNA-mediated deadenylation, human PABP1 MLLE binding | P11940 | GST-MLLE / FITC-PAM2 fluorescence polarization | inhibition, % at 20 µM | 360,000 compounds, 0.36% hits; in the data active means inhibition above about 35%, passing the limit was not always enough;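 further: plate controls were DMSO wells with GST-MLLE for no effect and wells lacking GST-MLLE protein for full effect; some results filed as inactive read as strong as hits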
E coli Lon inh = E. coli protease La inhibition; P0A9M0; purified E. coli Lon protease, fluorescence polarization; inhibition, % at 7.94 µM; 360,000 compounds, 0.42% hits; in the data active means inhibition above about 13%, passing the limit was not always enough;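 further: 0% = enzyme with probe and DMSO and 100% = no enzyme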
Target sequence (P0A9M0 whole entry, looked up): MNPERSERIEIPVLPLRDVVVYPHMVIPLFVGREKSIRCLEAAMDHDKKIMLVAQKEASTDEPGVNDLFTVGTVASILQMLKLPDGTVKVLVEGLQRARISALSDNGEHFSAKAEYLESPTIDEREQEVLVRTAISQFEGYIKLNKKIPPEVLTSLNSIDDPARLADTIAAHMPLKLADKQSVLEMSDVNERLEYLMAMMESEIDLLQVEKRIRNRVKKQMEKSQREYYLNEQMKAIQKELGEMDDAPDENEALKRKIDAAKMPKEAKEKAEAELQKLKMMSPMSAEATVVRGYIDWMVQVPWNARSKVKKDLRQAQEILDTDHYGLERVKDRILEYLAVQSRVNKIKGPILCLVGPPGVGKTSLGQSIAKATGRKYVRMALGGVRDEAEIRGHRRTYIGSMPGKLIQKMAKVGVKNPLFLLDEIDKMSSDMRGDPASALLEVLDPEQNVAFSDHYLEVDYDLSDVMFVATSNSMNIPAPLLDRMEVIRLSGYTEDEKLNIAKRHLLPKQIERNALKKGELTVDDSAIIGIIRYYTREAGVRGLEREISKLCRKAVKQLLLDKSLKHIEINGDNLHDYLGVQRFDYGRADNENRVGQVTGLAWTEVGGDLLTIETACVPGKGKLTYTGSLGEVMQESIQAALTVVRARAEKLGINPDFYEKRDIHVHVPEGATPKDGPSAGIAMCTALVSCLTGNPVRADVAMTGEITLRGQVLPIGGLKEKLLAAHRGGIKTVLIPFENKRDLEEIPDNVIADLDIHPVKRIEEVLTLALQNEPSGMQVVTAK
MsrA act = activates bovine MsrA enzyme; activation, % at 10.6 µM; 360,000 compounds, 0.3% hits; purified bovine MsrA, absorbance read-out; AID 602163; in the data active means activation above about 7.5%;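 further: 0% = vehicle and 100% = reference activator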
FAS TE block = inhibitors of human fatty acid synthase thioesterase domain. inhibition, % at 15 µM. recombinant FAS-TE, OMFH fluorogenic substrate, fluorescence endpoint. P49327. 360,000 compounds, 0.67% hits;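 active means compounds whose normalised, plate-corrected inhibition of enzyme fluorescence in the single-dose primary screen is 50% or more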;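 further: 0% = DMSO with enzyme and 100% = substrate without enzyme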
CendR NRP1 mod = alters CendR peptide binding to human NRP-1. O14786. FAM-RPARPAR peptide binding to NRP-1, fluorescence polarization. inhibition, % at 25 µM. 360,000 compounds, 0.85% hits;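 active means inhibition or corrected inhibition above about 18%, plus a signal ratio from 0.5 to 1.5, limit read from the data, passing the limit was not always enough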; further: strong numbers were not always called active
MsrA inhibitor = inhibits bovine methionine sulfoxide reductase A. purified bovine MsrA, absorbance read-out. inhibition, % at 15.5 µM. 360,000 compounds, 0.75% hits; in the data active means inhibition above about 4.5%;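 further: 0% = vehicle wells with enzyme and 100% = reference inhibitor wells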
Active calls of the source: *; . = not tested or not shown.

Value order – TbMetRS inhib	SKN-1 block	MT1-MMP act inh	MLLE-PAM2 inh	E coli Lon inh	MsrA act	FAS TE block	CendR NRP1 mod	MsrA inhibitor
> CSc1cccc(CN(C)C(=O)C2CCC(=O)N(CCCN3CCCC3=O)C2)c1 (stereo not given)
  -0.7	-4	-1	5	7	-5	-7	13	-0.1
> Cc1cccc(NC(=O)CCNC(=O)c2ccc(Br)cc2)c1
  31*	6	-1	4	3	-4	7	17	0.0
> CC(=O)Nc1ccc(NC(=O)C2CCCCN2S(=O)(=O)c2ccc(C(C)(C)C)cc2)cc1 (stereo not given)
  -0.4	-4	0	0	3	-1	10	-1	-0.2
> COC(=O)c1cc(NC(=O)C(C)c2ccc(CC(C)C)cc2)ccc1O (stereo not given)
  -1.8	5	3	-7	-2	-10	19	7	0.1
> COc1cc(N)c(Cl)cc1C(=O)OCC(=O)N1c2ccccc2NC(=O)C1(C)C
  0.2	-11	-6	1	-3	-1	-4	-3	-0.1
> CCn1c(SCC(=O)N2CCCC2)nnc1-c1ccc(S(=O)(=O)N2CCCCCC2)cc1
  0.3	-26	2	-2	2	0	-7	0	-0.2
> Cn1c(=O)c2c(nc(CN3CCN(C(=O)c4ccco4)CC3)n2Cc2cccc(Cl)c2)n(C)c1=O
  -0.4	-8	-1	16	-4	-2	21	0	0.0
> COc1ccc(C(C)=O)cc1COc1cc(C)c(Cl)c(C)c1
  0.2	17	-2	3	5	-2	11	-9	0.0
> Cc1cc(NC(=O)CSc2nnc(C3CC3)n2-c2ccccc2)no1
  -0.1	7	-1	7	10	-4	-9	-3	-0.1
> CC(C)Cc1nnc(NC(=O)CCC(=O)NC2CC2)s1
  0.3	4	0	5	-4	-3	-10	-1	0.0
> O=C(N/N=C/C(Br)=C/c1ccccc1)c1ccncc1
  -0.6	-8	2	4	-7	0	-3	-10	3.6
> Cc1cc(C)cc(NC(=S)N2CCC(NC(=O)C3CC3)CC2)c1
  -0.5	3	3	-77	-1	-6	-1	4	-1.8
> COc1cc(OC)c(NC2=CC(=O)C(=O)c3ccccc32)cc1Cl
  -1.1	23	26	10	0	-2	19	14	0.8
> O=C(Cc1ccc([N+](=O)[O-])cc1)Nc1ccc2c(c1)C(=O)NC2=O
  -1.0	-6	1	2	10	-5	6	4	0.9
> O=C(CS(=O)(=O)c1ccc(F)cc1)Nc1nnc(-c2cccs2)o1
  -0.3	7	0	8	6	-2	-12	-4	0.3
> COc1ccc(S(=O)(=O)N2CCOCC2)cc1NC(=O)c1ccccc1C
  -0.3	-13	1	12	8	-5	-3	9	-1.3
> CC(C)OC(=O)CSc1nnc(-c2ccco2)n1N
  -1.3	19	-2	-16	4	-11	-7	-4	-0.8
> COc1ccc(C2=NN(C(=S)Nc3ccccc3)C(c3ccccc3)C2)cc1 (stereo not given)
  -0.3	10	-1	-140	2	-4	44	-5	-0.1
> O=C(CN1C(=O)c2ccccc2C1=O)OCC(=O)N1CCN(c2ccccc2)CC1
  -0.3	-5	-4	-4	1	-1	-4	-2	-0.9
> COc1ccc(C(=O)Nc2ccc(Cl)cc2C(=O)NCc2ccco2)cc1
  -0.4	2	4	1	8	0	13	-8	0.4
> Cc1cc2nc(-c3cccc(Br)c3)c(CC3CCCCC3)n2c(C)c1Br
  -0.5	9	-3	.	-2	-2	24	1	-0.7
> O=C(Nc1ncnc2sc3c(c12)CCCCC3)c1ccco1
  -0.3	-6	8	-6	-6	-1	-3	-11	-0.1
> S=c1[nH]nc(-c2ccc(Br)cc2)n1-c1ccc(Br)cc1
  -1.2	-11	2	-50	-5	-2	4	16	0.1
> CCC(=O)N(Cc1cc2ccc(C)cc2n2nnnc12)C1CCCCC1
  0.1	-15	1	-12	-3	-2	4	-3	0.5
> CC(Nc1ccccc1)c1cccnc1 (stereo not given)
  -0.6	2	1	-3	4	2	-1	0	-0.6
> CCCCCn1nnnc1C1(C)CCC(=O)N1Cc1ccco1 (stereo not given)
  0.1	-3	5	.	.	.	.	0	-1.0
> CCCN(CC(=O)Nc1ccc(Cl)cc1Cl)C(=O)/C=C/c1cccc([N+](=O)[O-])c1
  -0.5	8	3	-3	3	-3	30	1	-2.1
> CN(c1ccccc1)S(=O)(=O)c1cccc(C(=O)Nc2cccc(C(=O)NC3CC3)c2)c1
  -0.5	-3	5	-39	3	2	-3	-9	1.7
> O=C(NCc1cccs1)c1cc(-c2ccccc2)nc2ccccc12
  0.8	1	1	7	0	2	22	-3	1.6
> Cc1ccc(NC(=O)Cn2ccc(=O)[nH]c2=O)cc1
  -0.2	20	-1	9	5	0	-2	13	1.5
> Cc1ccc(S(=O)(=O)N2CCOCC2)cc1NC(=O)COC(=O)c1ccccc1OCc1c(C)noc1C
  -0.4	11	8	15	-21	-2	-2	-3	0.2
> COc1cc(CNC(=O)c2cc(-c3cc(Cl)ccc3OC)n[nH]2)cc(OC)c1
  -0.2	12	-6	7	2	-2	30	-5	1.7
> CC(=O)/C(=N\Nc1ccccc1)Sc1cccc2cccnc12
  -0.2	1	-15	-1	-11	-6	22	2	2.9
> CCN(c1cccc(C)c1)S(=O)(=O)c1ccc2[nH]c(=O)c(=O)[nH]c2c1
  0.4	8	-1	-1	2	-4	-5	17	.
> COc1cccc(CNc2nc3nc(C)cc(C)n3n2)c1
  -1.4	10	-6	9	-1	-2	-3	14	0.3
> NC1=NS(=O)(=O)NC1c1ccc(F)cc1 (stereo not given)
  0.6	12	2	-7	-2	1	-4	5	1.4
> c1csc(-c2noc(CN3CCc4sccc4C3)n2)c1
  -0.2	-1	0	-6	0	0	-2	7	0.1
> COC(=O)c1c(C(=O)OC)c(-c2ccc(OC)cc2)n2c1CCC2
  -0.5	-4	5	-8	2	-5	-7	-5	-0.1
> Cc1ccc(NC(=O)CN(C)CC(=O)Nc2ccccc2Oc2ccccc2)cc1
  0.0	7	0	-5	7	-1	6	6	-0.3
> Cc1ccc(S(=O)(=O)CCC(=O)Nc2nnc(-c3ccc(F)cc3)o2)cc1
  -0.1	-10	-4	-13	-2	-3	-6	3	0.2
> Fc1ccc(NC(=S)N2CCn3cccc3C2c2cccnc2)cc1 (stereo not given)
  0.6	3	0	12	1	-4	-2	-14	1.6
> Cc1ccc(NC(=O)NCc2ccc3[nH]c(C)cc3c2)cc1
  -0.6	10	10	9	-3	-5	1	-5	-1.3
> O=C(COc1ccc(F)cc1)Nc1ccc(-n2cnnn2)cc1
  -0.5	18	-1	0	1	-2	-2	5	0.3
> Cc1cccc(N2CCN(C(=O)c3cccc(NC4=NC5CS(=O)(=O)CC5S4)c3)CC2)c1C (stereo not given)
  0.6	13	-3	-132	-6	-2	-8	-9	-0.1
> COc1ccc(/C=N/NC(=O)c2cc(-c3ccccc3)nc3ccccc23)c(C(=O)O)c1OC
  0.9	17	0	8	4	-4	-6	-3	4.7*
> COc1ccc(-c2c(C)cc3oc(=O)cc(-c4ccccc4)c3c2C)cc1
  1.2	-12	-3	2	-10	-2	24	7	4.0
> CC1(c2nc3ccccc3[nH]2)c2ccccc2C(=O)N1Cc1ccccn1 (stereo not given)
  -0.3	3	3	.	-1	-2	-8	-8	-0.7
> O/N=C(\c1ccccc1)c1nccc2ccccc12
  -0.4	12	2	-5	-13	-3	-1	4	0.3
> CCOc1ccc(NC(=O)CSc2nc3ccsc3c(=O)n2CCCCCC(=O)O)cc1
  -0.3	17	0	-6	-6	-2	-7	2	0.6
> Cc1ccc(N2CC(C(=O)NCc3ccc4c(c3)OCO4)CC2=O)cc1C (stereo not given)
  -0.1	-15	2	-12	-7	-3	-1	-4	1.0
> O=C(Nc1ccccc1F)C1CCCC1
  0.0	41*	4	5	-2	-3	-8	14	0.1
> COc1cccc(C(=O)/C=C/Nc2ccc(S(=O)(=O)Nc3cc(OC)nc(OC)n3)cc2)c1
  0.3	10	1	-6	7	-1	-3	-12	1.2
> O=C(NCCO)c1cc2ccccc2c(=O)s1
  -0.4	8	3	13	3	-2	-6	-12	-0.1
> O=C(Nc1ccc(F)c(Cl)c1)Nc1ccc(Cl)cn1
  -0.4	14	0	-3	4	-4	1	-15	-0.7
> O=C(Nc1ccccc1)C1CC(O)CN1S(=O)(=O)c1ccc([N+](=O)[O-])cc1 (stereo not given)
  -0.7	-15	0	0	6	-6	29	3	-0.5
> CCN(CC(=O)NCc1ccc(Cl)cc1)Cc1cc(=O)n2ccsc2n1
  0.2	-3	-4	16	1	-3	-4	2	-1.2
> CC(C)c1ccc(C(=O)NCCCN2CCOCC2)cc1
  -0.7	-7	0	0	2	-4	-8	16	-0.5
> Cc1cc(C)cc(N(C(=O)c2nsc(Cl)c2Cl)C(C(=O)NC2CCCC2)c2ccc(O)cc2)c1 (stereo not given)
  -0.3	9	-42	8	1	0	40	9	0.5
> Cc1ccccc1C(=O)c1cccn1CC(=O)NC(C)CCc1ccccc1 (stereo not given)
  0.3	10	-3	-1	3	1	15	-3	1.6
> COc1ccc(-c2coc3c(C)c4oc(=O)c(CC(=O)O)c(C)c4cc23)cc1
  0.2	5	-2	8	0	-2	-5	-7	0.8

Results in MsrA inhibitor (2 entries from above):
molecule,MsrA inhibitor
O=C(N/N=C/C(Br)=C/c1ccccc1)c1ccncc1,3.6
Cc1cc(C)cc(NC(=S)N2CCC(NC(=O)C3CC3)CC2)c1,-1.8

Other entries follow.
Value order – TbMetRS inhib	SKN-1 block	MT1-MMP act inh	MLLE-PAM2 inh	E coli Lon inh	MsrA act	FAS TE block	CendR NRP1 mod	MsrA inhibitor
> O=C(O)c1ccccc1C(=O)NCCc1ccc(Cl)cc1
  0.1	-1	-1	-5	2	2	-2	1	0.8
> O=C(NCc1cccs1)c1ccc2ccccc2n1
  -0.4	8	-5	-1	-4	-4	-4	5	2.1
> Cc1ccc(N2CCN(S(=O)(=O)c3ccc4oc(=O)ccc4c3)CC2)c(C)c1
  -0.6	43*	3	-6	5	-1	23	-1	0.1
> Cc1ccc(S(=O)(=O)NCCC(=O)Nc2cc(F)ccc2C)cc1C
  -0.5	13	-2	-4	7	6	0	7	0.2
> COc1ccc(S(=O)(=O)Nc2c(NC3CCCCC3)c3ccccc3oc2=O)cc1Cl
  -0.2	2	-5	1	6	-1	10	4	1.3
> O=S(=O)(c1cccc2ccccc12)N1CCSC1
  -1.9	1	7	7	2	-4	1	30*	-0.5
> O=C(Nc1nccs1)c1cnccn1
  -0.9	-1	2	-5	0	-9	-1	3	2.2
> COc1ccc(C(C(=O)NC2CCCC2)N(CCC(C)C)C(=O)CCC(=O)Nc2cc(C)on2)cc1 (stereo not given)
  -0.2	4	2	14	-4	-1	5	12	1.0
> CCCc1[nH]nc2c1C(c1cc(OC)ccc1F)C(C#N)=C(N)O2 (stereo not given)
  0.1	28	9	-4	3	-3	-12	-3	-1.7
> CCC(=O)NCc1cc(-c2nn(C)c(=O)c3ccccc23)ccc1C
  -1.7	-13	5	-1	-8	-6	-5	11	0.4
> COc1cccc(CNC(=O)CCS(=O)(=O)c2ccc3c(c2)oc(=O)n3C)c1
  0.0	-1	-3	-4	-7	-4	-6	5	0.8
> Fc1ccc(NCc2cccnc2)cc1
  0.1	-10	-2	-1	6	-3	-5	-8	0.4
